High-throughput results from PubChem.
Neddylation inh: blocks human cullin neddylation. P61081+Q13564. TR-FRET cullin neddylation, biochemical. calls only at 25 µM. 360,000 tested, 0.58% active; in the data active = inhibition above about 36%
Target sequence (P61081 whole entry, looked up): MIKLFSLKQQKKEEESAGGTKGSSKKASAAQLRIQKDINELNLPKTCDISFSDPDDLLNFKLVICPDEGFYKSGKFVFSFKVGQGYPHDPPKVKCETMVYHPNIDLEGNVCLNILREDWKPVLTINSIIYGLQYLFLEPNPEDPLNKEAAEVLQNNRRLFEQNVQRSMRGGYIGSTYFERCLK
Target sequence (Q13564 whole entry, looked up): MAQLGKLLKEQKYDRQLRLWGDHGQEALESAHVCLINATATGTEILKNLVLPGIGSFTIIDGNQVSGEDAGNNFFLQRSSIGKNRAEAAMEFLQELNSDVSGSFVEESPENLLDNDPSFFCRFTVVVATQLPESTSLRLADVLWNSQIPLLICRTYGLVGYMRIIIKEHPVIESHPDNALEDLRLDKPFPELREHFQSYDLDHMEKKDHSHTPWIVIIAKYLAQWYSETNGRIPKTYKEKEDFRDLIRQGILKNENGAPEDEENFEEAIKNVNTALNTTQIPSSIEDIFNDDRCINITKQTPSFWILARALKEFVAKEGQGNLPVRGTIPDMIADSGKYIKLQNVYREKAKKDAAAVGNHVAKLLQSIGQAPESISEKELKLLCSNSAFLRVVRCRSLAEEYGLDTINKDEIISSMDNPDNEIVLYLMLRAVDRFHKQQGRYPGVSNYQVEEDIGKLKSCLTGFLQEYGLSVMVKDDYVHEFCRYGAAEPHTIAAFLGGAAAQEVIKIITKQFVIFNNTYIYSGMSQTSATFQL
MLLE-PAM2 inh: blocks PAM2 peptide binding to the PABP1 MLLE domain. P11940. GST-MLLE / FITC-PAM2 fluorescence polarization. inhibition, % at 20 µM. 360,000 tested, 0.36% active. AID 588489; in the data active = inhibition above about 35%, passing the limit was not always enough;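 also: plate controls were DMSO wells with GST-MLLE for no effect and wells lacking GST-MLLE protein for full effect; some results filed as inactive read as strong as hits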
SKN-1 inh: blocks SKN-1 activity in C. elegans | inhibition, % at 21.8 µM | C. elegans VP596 Pgst-4::GFP/RFP ratio, acrylamide-induced, 24 h | 360,000 tested, 0.49% active;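 active = interference check ratio from 0.5 to 1.5 plus GFP to RFP signal ratio inhibition reaching or exceeding a fixed threshold, cut at about 30% in these data, passing the limit was not always enough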; also: some compounds called inactive have numbers as strong as hits
E coli Lon inh: inhibitors of E. coli Lon protease. P0A9M0. AID 602123. inhibition, % at 7.94 µM. purified E. coli Lon protease, fluorescence polarization. 360,000 tested, 0.42% active; in the data active = inhibition above about 13%, passing the limit was not always enough;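 also: 0% = enzyme with probe and DMSO and 100% = no enzyme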
MsrA act: bovine methionine sulfoxide reductase A activation. purified bovine MsrA, absorbance read-out. activation, % at 10.6 µM. 360,000 tested, 0.3% active. AID 602163; in the data active = activation above about 7.5%;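 also: 0% = vehicle and 100% = reference activator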
Rin1-Abl PPI inh: human Rin1-Abl interaction inhibition; P00519+Q13671; 360,000 tested, 0.4% active; TR-FRET Rin1/Abl binding, biochemical; inhibition, % at 7.35 µM; in the data active = inhibition above about 5%, passing the limit was not always enough
MT1-MMP act inh: blocks activation of human MT1-MMP; P50281; HT1080 RFP-PRO-GFP cells, GFP/RFP ratio fluorescence, overnight; percent of plate control window, DMSO zero; GFP/RFP ratio change, % at 20 µM; 360,000 tested, 0.061% active; AID 651647;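 active = GFP/RFP ratio change of at least 30% with cell ATP level not reduced by more than half and red fluorescence within 50% of control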; also: strong numbers were not always called active
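Test system: HT1080 RFP-PRO-GFP cells; Benchmarks: DMSO and RFP-L50D-GFP cell wells; Timing: cells overnight before dosing, compound overnight, 37 °C, 5% CO2; Compound: one 20 µM compound dose with 1% DMSO; Read-out: GFP/RFP fluorescence ratio.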
NRP1-CendR mod: NRP-1/CendR interaction modulation | FAM-RPARPAR peptide binding to NRP-1, fluorescence polarization | inhibition, % at 25 µM | 360,000 tested, 0.85% active;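 active = inhibition or corrected inhibition above about 18%, plus a signal ratio from 0.5 to 1.5, limit read from the data, passing the limit was not always enough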; also: strong numbers were not always called active
FAS-TE inh: FAS thioesterase (human) inhibition; recombinant FAS-TE, OMFH fluorogenic substrate, fluorescence endpoint; inhibition, % at 15 µM; 360,000 tested, 0.67% active; AID 602261;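 active = compounds whose normalised, plate-corrected inhibition of enzyme fluorescence in the single-dose primary screen is 50% or more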;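 also: 0% = DMSO with enzyme and 100% = substrate without enzyme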
Numbers without * were called inactive; i = inactive; . = not tested or not shown; + = active, no number.

SMILES	Neddylation inh	MLLE-PAM2 inh	SKN-1 inh	E coli Lon inh	MsrA act	Rin1-Abl PPI inh	MT1-MMP act inh	NRP1-CendR mod	FAS-TE inh
CC1Cn2c(nc3c2c(=O)[nH]c(=O)n3C)O1 (configuration not stated)	i	7	4	-3	0	0	1	18	-8
COc1cc2c(cc1OC)C(c1ccccc1)N(C(=O)c1ccco1)CC2 (configuration not stated)	i	12	10	-6	-1	-1	-6	5	6
CCOC(=O)C1CCN(c2cc(=O)n(-c3ccc(OC)cc3)c(=O)[nH]2)CC1	i	12	5	-13	-2	-3	1	0	-1
CCn1c(Cc2ccccc2)nnc1SCC(=O)Nc1nc(C)cs1	i	0	-10	0	-4	-2	1	9	-5
Cc1ccccc1NC(=O)c1cc(S(=O)(=O)N2CCOCC2)ccc1F	i	-12	2	5	-12	2	2	17	-4
Cc1cc(N2CCN(C(=O)c3ccco3)CC2)n2nc(C)nc2n1	i	-8	-1	-6	0	0	1	1	-5
CCCc1ccc2oc(C(=O)N3CCN(c4cnccn4)CC3)c(C)c2c1	+	-3	2	-20	-11	2	0	7	12
O=C(NC12CC3CC(CC(C3)C1)C2)c1ccc(N2CCNCC2)c([N+](=O)[O-])c1	i	-8	-3	0	-3	-4	1	-2	-8
COc1ccc(/C=C(\C#N)C(=O)OCC(=O)Nc2c(C)cccc2C)cc1	i	-16	3	-12	5	2	0	-34	-11
O=C(Nc1ccc(S(=O)(=O)NCc2ccco2)cc1)c1cccc(F)c1	i	-1	22	2	-10	4	5	3	0
O=[N+]([O-])c1ccc2nc(N3CCCC3)sc2c1	i	-87	39*	6	-4	-5	2	3	2
O=C(NCc1ccc(F)cc1)C1CCCN(C(=O)Nc2ccccc2)C1 (configuration not stated)	i	1	-11	3	-2	-5	-3	-7	-5
COc1cccc(C2c3c(C)nn(-c4ccc([N+](=O)[O-])cc4)c3N=C3C(=O)Nc4ccccc4N32)c1 (configuration not stated)	i	-84	2	3	-3	2	-9	-24	72*
CNC(=O)c1c(NC(NC(=O)c2ccco2)C(=O)c2ccc(Cl)cc2)sc2c1CCCC2 (configuration not stated)	i	-100	10	-2	-4	0	-3	-20	40
Cc1cc2cc3c(cc2nc1SCC(=O)OC(C)C)OCO3	i	-5	8	-7	-3	1	-2	3	26

The final 5 compounds of the part above lead into the next:
SMILES	Neddylation inh	MLLE-PAM2 inh	SKN-1 inh	E coli Lon inh	MsrA act	Rin1-Abl PPI inh	MT1-MMP act inh	NRP1-CendR mod	FAS-TE inh
O=[N+]([O-])c1ccc2nc(N3CCCC3)sc2c1	i	-87	39*	6	-4	-5	2	3	2
O=C(NCc1ccc(F)cc1)C1CCCN(C(=O)Nc2ccccc2)C1 (configuration not stated)	i	1	-11	3	-2	-5	-3	-7	-5
COc1cccc(C2c3c(C)nn(-c4ccc([N+](=O)[O-])cc4)c3N=C3C(=O)Nc4ccccc4N32)c1 (configuration not stated)	i	-84	2	3	-3	2	-9	-24	72*
CNC(=O)c1c(NC(NC(=O)c2ccco2)C(=O)c2ccc(Cl)cc2)sc2c1CCCC2 (configuration not stated)	i	-100	10	-2	-4	0	-3	-20	40
Cc1cc2cc3c(cc2nc1SCC(=O)OC(C)C)OCO3	i	-5	8	-7	-3	1	-2	3	26
COc1ccc([C@]2(C(C)C)ON(c3ccccc3C(F)(F)F)C2=O)cc1	i	-2	4	-2	-3	2	5	20	24
CSCCC(NS(=O)(=O)c1ccc(C)cc1)C(=O)Nc1ccc(C)cn1 (configuration not stated)	i	6	6	2	-10	-2	.	2	-5
CCOc1ccc(S(=O)(=O)NCc2ccco2)cc1	i	-1	-17	8	-4	-2	-1	-2	-1
O=C(O)CCCN1C(=O)C2C3C=CC(C2C1=O)C1C(=O)N(CCCC(=O)O)C(=O)C31 (configuration not stated)	i	2	15	-1	-5	-1	-7	-2	-8
CCN(CC)C(=O)CSc1nc2cc3c(cc2c(=O)n1CCCC(=O)NCc1ccc(OC)cc1)OCO3	i	2	9	-6	-2	-1	-4	-10	2
Cc1sc(NC(=O)c2ccccc2)c(C#N)c1-c1ccccc1	i	17	6	-2	-10	0	-4	7	15
CCCCCCCCSC1=CC(=O)C(OC)=C(OC)C1=O	i	31	9	1	-5	1	-21	-6	26
OC[C@@H]1CN(Cc2ccc3c(c2)OCO3)C[C@H](n2cnc3c(N4CCN(c5ccccc5)CC4)ncnc32)O1	i	4	5	-1	-7	-2	-5	4	6
CCN(CC)C(=O)C1=C(C)N(Cc2ccccc2)C(=O)C(CC(=O)NCCCCc2ccccc2)C1 (configuration not stated)	i	0	-5	3	-1	0	6	-13	2
COC(=O)c1c(C)noc1-c1snnc1C	i	1	17	6	-1	-1	8	3	-3
COc1ccc(N(CC(=O)NC(C)c2ccccc2)S(=O)(=O)c2ccc(C)cc2)cc1 (configuration not stated)	i	-12	0	-14	0	0	-3	-1	12
C=CCC[C@H](Cc1ccc(F)cc1)C(=O)OC[C@@H](Cc1c[nH]c2ccccc12)NC(=O)[C@H](CC=C)CC(=O)N[C@H](CO)Cc1ccccc1	i	1	2	-7	-7	0	-5	-5	16
COc1ccc(/C=c2/sc3n(c2=O)C(c2ccccc2OC)C2=C(N=3)c3ccccc3CC2)cc1O (configuration not stated)	i	-104	-8	-19	-5	0	-29	-71	22
O=C(C(c1ccccc1)c1ccccc1)N1CCC(c2nc(-c3ccccc3Cl)no2)CC1	i	2	-3	0	-1	-4	2	-9	26
COc1cccc(NC(=O)N2CCN(c3nnnn3-c3ccccc3)CC2)c1	i	9	-9	5	-1	-1	-2	16	-4

Some of the entries so far, as labelled records:
> CCOc1ccc(S(=O)(=O)NCc2ccco2)cc1
  Neddylation inh: i; MLLE-PAM2 inh: -1; SKN-1 inh: -17; E coli Lon inh: 8; MsrA act: -4; Rin1-Abl PPI inh: -2; MT1-MMP act inh: -1; NRP1-CendR mod: -2; FAS-TE inh: -1
> O=C(O)CCCN1C(=O)C2C3C=CC(C2C1=O)C1C(=O)N(CCCC(=O)O)C(=O)C31 (configuration not stated)
  Neddylation inh: i; MLLE-PAM2 inh: 2; SKN-1 inh: 15; E coli Lon inh: -1; MsrA act: -5; Rin1-Abl PPI inh: -1; MT1-MMP act inh: -7; NRP1-CendR mod: -2; FAS-TE inh: -8
> CCN(CC)C(=O)CSc1nc2cc3c(cc2c(=O)n1CCCC(=O)NCc1ccc(OC)cc1)OCO3
  Neddylation inh: i; MLLE-PAM2 inh: 2; SKN-1 inh: 9; E coli Lon inh: -6; MsrA act: -2; Rin1-Abl PPI inh: -1; MT1-MMP act inh: -4; NRP1-CendR mod: -10; FAS-TE inh: 2
> Cc1sc(NC(=O)c2ccccc2)c(C#N)c1-c1ccccc1
  Neddylation inh: i; MLLE-PAM2 inh: 17; SKN-1 inh: 6; E coli Lon inh: -2; MsrA act: -10; Rin1-Abl PPI inh: 0; MT1-MMP act inh: -4; NRP1-CendR mod: 7; FAS-TE inh: 15

Other entries.
SMILES	Neddylation inh	MLLE-PAM2 inh	SKN-1 inh	E coli Lon inh	MsrA act	Rin1-Abl PPI inh	MT1-MMP act inh	NRP1-CendR mod	FAS-TE inh
COc1ccccc1CNC(=O)C1CCN(c2nc3ccccc3o2)CC1	i	2	16	14	1	-1	-3	-13	-4
Cc1cccc(CNc2ccc(C(CC(N)=O)NC(=O)Cc3cccc4ccccc34)cc2[N+](=O)[O-])c1 (configuration not stated)	i	-22	8	-11	0	0	5	-12	1
Cc1cc(OCC(=O)OCC(=O)N2CCCCC2)ccc1Cl	i	20	5	2	-3	-2	1	0	-1
O=C(COC(=O)c1ccc([N+](=O)[O-])o1)NC1CCCCC1	i	-5	23	-11	2	0	2	-33	7
O=c1c2ccccc2c(-c2ccccc2)nn1Cc1ccccc1	i	3	13	-1	-4	2	-3	-8	23
Cc1ccc(CNC(=O)COC(=O)c2ccc(Cl)c(N)c2)cc1	i	-19	-4	-16	-3	2	4	1	-8
CC1CC(NC(=O)c2ncn[nH]2)CC(C)(C)C1 (configuration not stated)	i	-2	6	3	-3	3	2	-3	-17
COC(=O)Cn1c(=O)c2c(nc(Br)n2Cc2ccccc2Cl)n(C)c1=O	i	2	-7	-2	-9	3	2	-1	-7
O=C(CCOc1ccccc1)Nc1ccc([N+](=O)[O-])cc1	i	-1	11	9	-3	-2	7	5	20
Cc1ccccc1S(=O)Cc1ccc(C(=O)NCCCN2CCCCC2)o1 (configuration not stated)	i	-14	3	1	1	0	-1	8	-7
COc1ccc(NC(=O)c2ccc(-n3cnnn3)cc2)c([N+](=O)[O-])c1	i	-28	27	-4	-1	0	6	-13	1
CC(C)NS(=O)(=O)c1ccc(OCC(=O)NCC2CCCO2)c(Cl)c1 (configuration not stated)	i	29	8	-1	-8	-4	0	-8	-5
COc1cc(OC)nc(Nc2nc(C(N)Cc3ccc(C(F)(F)F)cc3)cs2)n1 (configuration not stated)	i	-13	13	8	-9	2	-3	-9	-26
CC1=C(C(=O)N(C)C)CC(CC(=O)NCc2cccs2)C(=O)N1CCC1=CCCCC1 (configuration not stated)	i	-11	-3	-8	0	-5	4	7	3
Cc1ccc(N(CC(O)Cn2nc(C)cc2C)S(=O)(=O)c2ccc3ccccc3c2)cc1 (configuration not stated)	i	-2	-1	-4	-1	2	-7	-9	16
COC(=O)c1cccc(NC(=O)c2cnoc2C)c1	i	-9	-10	-7	-3	0	5	-10	-9
Cc1cc(Br)ccc1S(=O)(=O)NCc1ccccc1	i	-2	-2	-4	-2	-2	4	0	10
Cc1ccc(NC(=O)CSCC(=O)Nc2cc(C(F)(F)F)ccc2N2CCOCC2)cc1	i	-10	-5	0	1	1	-6	4	17
O=C(Nc1ccc(F)cc1)N1CCN(c2ccc(F)cc2)CC1	i	-18	3	-1	-5	3	-1	10	-2
COc1ccc(OC)c(-c2csc(NC(=O)Cc3ccccc3)n2)c1	i	4	9	6	-1	-2	-6	-5	21
COc1ccc(NC(=O)CC(c2ccco2)C(C)C)cc1 (configuration not stated)	i	-5	19	-2	-2	3	-2	-21	-1
CS(=O)(=O)N(CC(=O)NCc1ccncc1)c1cc(Cl)ccc1Cl	i	-15	4	-6	-5	7	2	-10	-5
CCOC(=O)[C@@H]1[C@H]2COc3ccc(Br)cc3[C@@H]2N2C(=O)N(c3cccc(F)c3)C(=O)[C@]12C	i	18	1	7	-2	4	-1	16	30
O=C(COC(=O)c1ccc(Cl)cc1O)Nc1cccnc1Cl	i	-2	-6	-3	-9	-2	0	-5	-7
CC(=O)Nc1ccc(C(=O)CSc2nnc(-c3ccc(O)cc3)n2CC2CCCO2)cc1 (configuration not stated)	i	-23	3	1	0	3	15	15	-5
O=C(O)c1ccccc1N1C(=O)c2cccc3cccc(c23)C1=O	i	6	-12	-12	-3	0	-8	3	-3
COCCCNc1oc(/C=C/c2ccccc2)nc1C#N	i	14	3	0	-5	-3	2	-5	-2
Cn1cccc1/C=C1\SC(=S)N(NC(=O)c2ccc(Cl)cc2)C1=O	i	-141	9	-321	-2	-3	0	-26	7

2 entries from above, with each value named.
> CS(=O)(=O)N(CC(=O)NCc1ccncc1)c1cc(Cl)ccc1Cl
  Neddylation inh: i; MLLE-PAM2 inh: -15; SKN-1 inh: 4; E coli Lon inh: -6; MsrA act: -5; Rin1-Abl PPI inh: 7; MT1-MMP act inh: 2; NRP1-CendR mod: -10; FAS-TE inh: -5
> O=C(COC(=O)c1ccc(Cl)cc1O)Nc1cccnc1Cl
  Neddylation inh: i; MLLE-PAM2 inh: -2; SKN-1 inh: -6; E coli Lon inh: -3; MsrA act: -9; Rin1-Abl PPI inh: -2; MT1-MMP act inh: 0; NRP1-CendR mod: -5; FAS-TE inh: -7
